ER stress rescue = protection against thapsigargin-triggered cell killing – 384-well, CSM14.1, ATP luminescence, primary screen (AID 1222). cellular ATP content (survival), % at 20 µM, or EC50 in µM where a hit was titrated. CSM14.1 thapsigargin-induced death rescue, ATP luminescence; higher % means a stronger effect. 190,000 tested, under 10 active;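 active = EC50 below 50 µM in the dose-response confirmation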;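 note: death triggered by thapsigargin at about 15 µM added after 2 h compound pretreatment; cell ATP read after overnight thapsigargin exposure of roughly 18 to 22 hours; normalized against plate controls of thapsigargin alone and 5% DMSO vehicle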
Dynein cargo inh = blocks dynein driven cargo transport along microtubules. AID 1381. z-score, hits read low. 0.47% of 220,000 active. 3617.4 mouse cells, GR-EGFP nuclear translocation imaging; test concentration mostly 20 µM; stimulated with dexamethasone, 1 µM; active compounds read low;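 active = plate z-score of nuclear minus cytoplasmic receptor signal below a set negative limit, without overly bright fluorescence or cell loss, cut at about -3.5 in these data, passing the limit was not always enough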;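 note: z-score of nuclear minus cytoplasmic ring GR-EGFP intensity difference per well; some compounds called inactive have numbers as strong as hits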
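Schedule: 48 h induction, then 1 h compound, then 30 min agonist, 37 °C. Buffer or medium: tetracycline-free induction medium containing charcoal-stripped FBS. Reagent: 1.0 µM final dexamethasone stimulus. Evaluation: nuclear versus cytoplasmic GR-EGFP signal, averaged per well. Signal: high-content fluorescence imaging after fixation.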
MT stabilize HCS = stabilizes microtubules in HeLa cells | HeLa tubulin immunostaining HCS, 24 h; share of cells brighter than vehicle mean+2SD | % tubulin-high responders, % at 10 µM | 0.83% of 200,000 active;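 active = plate Z-score above 3 for both tubulin-high and condensed-nucleus cell shares, with cell loss under 80%, at 10 µM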;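 note: anti alpha tubulin signal scored within the nucleus-defined area of each cell; some results filed as inactive read as strong as hits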
Yfh1-depleted yeast = mitochondrial function rescue without frataxin homolog – Friedreich's ataxia, plus single-dose screen, dose response (AID 1465) | S. cerevisiae Yfh1-off respiration, WST-1 reduction, 72 h; higher fold induction means a stronger effect | fold induction at 50 µM; hits with a dose series show EC50 in µM | 0.074% of 220,000 active;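 active = fold induction of absorbance versus untreated yeast above a set limit, then at least 30% activation at any dose in follow-up; inconclusive = repeats straddling the limit, or above it without dose testing; inactive = fold induction below the set limit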;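 note: activators that raise dye reduction in frataxin-depleted yeast; strong numbers were not always called active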
M17LAP inhibition = P. falciparum M17LAP inhibitors, primary screen, biochemical, fluorogenic H-Leu-NHMec substrate, 1536-well (AID 1619); recombinant M17LAP, H-Leu-NHMec fluorogenic kinetic assay; higher % means a stronger effect; inhibition, % at 30 µM; hits with a dose series show IC50 in µM; 0.38% of 220,000 active;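 active = compound inhibiting the enzyme by more than half at any dose during confirmatory dose-response retesting; inconclusive = strong single-dose inhibitors picked by rank but not retested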;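 note: plate controls were full reaction with DMSO carrier for no effect and no enzyme background for full effect; strong numbers were not always called active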
Ins promoter up = MIN6 insulin promoter up-regulation. AID 1625. z-score at 5 µM. 0.3% of 190,000 active. MIN6 insulin promoter-GFP reporter, high-content imaging; active compounds read high;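 active = z-score above 3 at 5 µM with at least 500 cells counted in the well; inconclusive = wells under 500 cells, flagged as cytotoxic or low count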
Lipid droplet = hepatic lipid droplet formation modulation. 0.4% of 240,000 active. inhibition, % at 6.5 µM. AML12 mouse hepatocytes, oleate lipid droplets, BODIPY imaging;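 active = lipid droplet intensity inhibited by at least 50%, with more than 500 cells counted; inconclusive = wells with under 300 cells, treated as cytotoxic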
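Assay system: AML12 mouse liver cells | Compound dosing: One dose, 6.5 µM compound | Read-out basis: Droplet intensity reduction, % inhibition | Measured by: Fluorescence imaging, 20x objective, two fields per well | Schedule: Overnight treatment with compound plus oleate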
Autophagy HCS = alters autophagy in cells | MEF GFP-LC3 puncta imaging; test concentration mostly 10 µM | calls only at 10 µM (by protocol) | 0.98% of 190,000 active | AID 463193;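 active = percentage of spot-positive cells more than 3 SD above its plate mean, without a fluorescence outlier flag or 80% toxicity; inconclusive = no clear call, values can overlap the other calls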;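 note: spot-positive cell cutoff set from DMSO-treated cells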
M1AAP inhibition = P. falciparum M1AAP inhibitors, biochemical, fluorogenic H-Leu-NHMec substrate, 1536-well (AID 1445). recombinant M1AAP, H-Leu-NHMec fluorogenic kinetic assay; higher % means a stronger effect. inhibition, % at 30 µM; hits with a dose series show IC50 in µM. 0.42% of 220,000 active;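 active = primary inhibition above the hit cutoff, then over 50% inhibition at one or more dose response concentrations, cut at about 23% in these data, passing the limit was not always enough; inconclusive = conflicting primary data, or primary hits not chosen for dose response; inactive = low primary inhibition, or under 50% at every dose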;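 note: plate controls were DMSO full reaction for no effect and no enzyme background for full effect; strong numbers were not always called active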
Dynein cargo inh cytoplasmic EGFP = recorded beside Dynein cargo inh, whose call it bears; z-score; measured here: cytoplasmic GR-EGFP intensity; active compounds read high
Dynein cargo inh nuclear GR-EGFP = recorded beside Dynein cargo inh, whose call it bears; z-score; measured here: nuclear GR-EGFP intensity;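 lower value marks the stronger effect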
Dynein cargo inh cell count = further read-out of Dynein cargo inh, marked with its call; z-score; measured here: cell count per field
Ins promoter up cell count = also measured in Ins promoter up; calls as there; cell count; measured here: cytotoxicity, nuclei count;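 total cells summed across four imaged fields per well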
Lipid droplet cells 6.5 µM = further read-out of Lipid droplet, marked with its call; cell count; measured here: cell count, cytotoxicity flag;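 cells counted across two imaged fields per well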
MT stabilize HCS Hoechst-high % = second read-out of MT stabilize HCS, no call of its own (marks repeat the call); % Hoechst-high responders; measured here: nuclear condensation Hoechst responders;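 share of cells brighter than vehicle mean plus two SD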
MT stabilize HCS cytotoxicity % = further read-out of MT stabilize HCS, marked with its call; toxicity, %; measured here: cytotoxicity by cell density;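 0% = mean cell density of plate MIN control wells and 100% = no cells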
Autophagy HCS cell loss 18 h = further read-out of Autophagy HCS, marked with its call; toxicity, %; measured here: cell loss, nuclei count;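 cell loss after 18 h compound exposure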
Numbers without * were called inactive; i = inactive; ? = inconclusive; . = no result given; + = active, no number. A portion of the library; rates above refer to the full screens.

SMILES	ER stress rescue	Dynein cargo inh	Dynein cargo inh cytoplasmic EGFP	Dynein cargo inh nuclear GR-EGFP	Dynein cargo inh cell count	MT stabilize HCS	MT stabilize HCS Hoechst-high %	MT stabilize HCS cytotoxicity %	Yfh1-depleted yeast	M17LAP inhibition	Ins promoter up	Ins promoter up cell count	Lipid droplet	Lipid droplet cells 6.5 µM	Autophagy HCS	Autophagy HCS cell loss 18 h	M1AAP inhibition
Cc1ccc2ccccc2c1NC(=O)CNC1CCCCC1	-0.8%	1.2	-0.27	-0.07	0.15	3.6	1.8	0.3	i	10%	0.05	1532	.	.	i	1	13%
COc1cccc(N=Cc2c(O)n(Cc3ccco3)c(=O)[nH]c2=O)c1	0.3%	1.7	-0.2	1.1	-0.8	1.5	2.0	8.2	i	-4%	0.14	1502	19	646	i	28	-4%
NC(=O)Nc1ccc(C(=O)OCC(=O)Nc2ccc(Cl)cc2C(=O)c2ccccc2)cc1	-0.6%	-0.17	-0.31	-0.36	0.26	1.7	4.1	10	i	6%	-0.2	1369	4	706	i	-41	3%
O=C(O)c1ccc2c(c1)C1C(Cl)C(Sc3ccccc3[N+](=O)[O-])CC1C(c1cccc([N+](=O)[O-])c1)N2 (stereo not drawn)	-1.3%	0.61	-0.23	0.29	0.046	1.7	2.7	8.1	i	38%	0.06	1614	15	697	i	8	21%
O=C(c1ccc2c(c1)OCO2)N1CCC2(CC1)OCCO2	-1.1%	0.56	-0.17	0.59	-0.86	2.4	3.3	3.2	i	1%	-0.19	1307	1	803	i	31	-3%
COc1ccc(NC(=O)c2cn(CCC#N)nc2-c2cccc([N+](=O)[O-])c2)cc1	.	-1.2	-0.83	-0.51	1.9	.	.	.	i	-18%	-0.53	1014	-2	698	.	.	-7%
C=C1CC[C@@]2(O)[C@H]3Cc4ccc(O)c5c4[C@@]2(CCN3CC2CC2)[C@H]1O5	-2.4%	-0.029	-0.18	0.46	0.5	2.3	2.4	9.8	i	-3%	.	.	-5	660	i	-44	0%
N#CC(C#N)=Cc1ccc(N2CCCC2)cc1	-0.5%	0.22	-0.16	0.23	-0.41	1.3	1.3	4.2	i	4%	1.9	1229	38	762	i	-23	12%
CCNCCNc1ccc([N+](=O)[O-])c2cccnc12	.	-0.31	-0.21	-0.15	-0.042	.	.	.	i	23%	-0.36	1374	3	694	.	.	6%
COc1ccc(NC2(C#N)CCCCC2)cc1	-1.4%	-1	-0.094	-0.69	0.29	1.5	3.0	3.5	i	-3%	0.47	1499	0	697	i	-3	10%
CC1(C)CN=C(Nc2ccc(F)c(Cl)c2)S1	.	-0.99	-0.26	-0.52	0.43	.	.	.	i	0%	.	.	116*	631*	.	.	5%
Cc1ccc(-c2nc3ccccc3c(=O)n2-c2cccnc2)cc1	2.7%	-0.51	-0.26	-0.51	0.75	1.6	3.0	5.4	i	0%	0.17	1433	-2	621	i	-3	5%
COc1ccc(S(=O)(=O)NC(CC(=O)N2CCC3(CC2)OCCO3)C(C)C)cc1 (stereo not drawn)	-1.6%	-0.63	0.28	-0.26	0.54	1.6	1.7	7.6	i	-8%	-0.36	1018	.	.	i	-3	-8%
Cn1c(O)c(C=NCCCN2CCCC2=O)c(=O)n(C)c1=O	2.1%	0.0067	-0.06	0.31	-0.002	4.9	3.5	9.3	i	-1%	.	.	.	.	i	6	-4%
O=c1[nH]c(=O)n(Cc2ccccc2)c(O)c1C=NCCCn1ccnc1	-2.9%	0.49	0.028	0.64	-0.26	3.5	2.9	8.1	i	6%	0.97	1367	.	.	i	-7	8%
O=C1NC(=O)C(CCc2ccncc2)(CCc2ccncc2)C(=O)N1CCc1ccccc1	2.4%	0.84	-0.16	0.57	-0.78	3.8	1.3	9.5	i	-2%	-0.45	1315	-4	710	i	27	3%
COc1ccccc1-n1c(O)c(C=NC2CC2)c(=O)[nH]c1=O	-0.9%	0.14	0.081	0.17	-0.34	1.0	1.0	19	i	-4%	0	1034	-3	745	i	-1	5%
CCOc1ccccc1-n1c(O)c(C=NCc2ccc3c(c2)OCO3)c(=O)[nH]c1=O	-1.3%	1.5	-0.35	0.46	-0.05	5.5	2.3	8.1	i	-3%	.	.	.	.	i	8	-1%
CCOC(=O)C1CCN(/C=C2/C(=O)NC(=O)N(Cc3ccco3)C2=O)CC1	-0.8%	0.78	-0.2	0.73	-0.013	41*	31*	58*	i	10%	0.69	938	.	.	i	-8	17%
O=[N+]([O-])c1cc(F)c(N2CCCC2)cc1N1CCNCC1	-1.1%	-0.62	-0.18	-0.25	0.74	3.0	1.1	1.3	i	11%	-0.13	1628	1	673	i	16	9%
Cc1ccc(-c2nn(Cc3ccccc3)cc2C=O)cc1	-2.8%	-0.46	-0.2	-0.46	0.044	2.8	2.3	3.9	i	15%	-0.77	1255	2	614	i	-3	8%
CSc1nnc(OC(=O)N(C)C)n1-c1ccc(Cl)cc1	.	-1.2	-0.29	-0.74	1.2	.	.	.	i	0%	1.2	1266	10	713	.	.	9%
COc1ccccc1CC1C(=O)C2CCN1CC2 (stereo not drawn)	1.7%	0.48	-0.22	-0.67	-0.011	2.4	1.6	1.9	i	-9%	0.3	1411	.	.	i	-4	2%
O=C(NCCN1CCCCC1)c1ccc(Cl)nc1Cl	-1.5%	-0.76	-0.23	-0.24	0.31	2.0	2.0	2.2	i	-2%	0.27	1347	-2	617	i	10	2%
Cc1ccc(OCC(=O)N2CCN(Cc3cccnc3)CC2)cc1	-0.7%	0.27	-0.33	0.2	-0.088	3.8	2.3	11	i	-8%	1.4	1299	-2	730	i	1	0%
Cc1ccc(N)c(C(=O)c2ccccc2)c1	-1.1%	0.37	-0.2	-0.43	0.24	3.0	1.5	2.2	i	-2%	0.18	1608	.	.	i	-7	-6%
Cn1c(O)c(/C=C/C=Nc2ccccc2)c(=O)n(C)c1=O	2.2%	-0.2	-0.24	-0.1	-0.002	5.9	1.6	9.7	i	-1%	-0.23	1285	-9	685	i	-9	8%
O=C(Cc1ccc(Cl)c(Cl)c1)NCC1(N2CCOCC2)CCCCC1	1.5%	-1.3	-0.37	-0.32	5.2	3.1	2.2	9.8	i	-15%	-0.15	1237	-12	691	i	-7	-3%
CN(C)CCN=Cc1c(O)n(Cc2ccc3c(c2)OCO3)c(=S)[nH]c1=O	.	-0.076	-0.19	-0.059	0.012	.	.	.	i	4%	-0.13	1062	12	711	.	.	13%
O=C1c2ccccc2C2(c3ccc(Cl)cc3)NCCN12 (stereo not drawn)	-0.5%	-0.68	-0.23	-0.34	1	2.1	1.7	12	.	-11%	-0.11	1326	.	.	i	-11	-6%
CCn1ccnc1CN1CCCC(C(=O)c2cc(Cl)ccc2OC)C1 (stereo not drawn)	0.7%	-1.4	-0.24	-0.59	1.3	3.4	1.3	7.2	i	4%	0.2	1601	-22	660	i	-18	1%
COc1c(C)cc(C(=O)C2CCCN(Cc3cccc(C)n3)C2)cc1C (stereo not drawn)	-1.1%	0.92	0.013	0.35	-2.1	2.1	2.8	2.0	i	-2%	-0.46	1054	-35	705	i	2	-9%
CCCCCCCCCOc1ccc2[nH]cc(CCN)c2c1	-5.4%	.	.	.	.	.	.	.	i	-3%	?	.	-36	547	.	.	1%
NC(=O)CS(=O)C(c1ccccc1)c1ccccc1 (stereo not drawn)	-0.6%	.	.	.	.	.	.	.	.	2%	-0.13	1552	19	664	.	.	1%
C[N+](C)(C)CC(=O)Nc1ccc(Cl)cc1C(=O)c1ccccc1	-5.6%	-0.59	-0.3	-0.16	0.74	2.0	1.5	6.8	i	-4%	.	.	-5	706	i	14	3%
C(CCc1nn[nH]n1)CCc1nn[nH]n1	-1.3%	-0.24	-0.2	-0.5	0.48	3.4	3.3	4.2	i	20%	0.31	1280	4	685	i	-14	7%
CN(C)C(=S)SSC(=S)N(C)C	1.5%	-2.2	2.2	-0.96	-3.6	3.3	2.9	5.9	i	5%	?	.	2	673	+	.	0%
CC12CN3CC(C)(CN(C1)C31CCOCC1)C2=O	-1.2%	-0.18	-0.25	0.23	0.2	4.2	2.2	8.6	i	-7%	0.26	1126	16	749	i	-1	-5%
O=C(c1ccc(CNS(=O)(=O)c2ccc(Br)cc2)cc1)N1CCC2(CC1)OCCO2	-2.8%	-0.066	-0.27	0.49	0.65	2.9	1.9	9.8	i	9%	-0.54	1259	-36	761	i	5	-1%
CCC(C)C12CN3CCN(CC(C)(C3)C1=O)C2 (stereo not drawn)	0.3%	-0.69	-0.34	-0.25	1	2.5	1.0	7.2	i	-13%	0.31	945	19	781	i	-8	0%
OCCN(CC#CC(O)(c1ccccc1)C1CCCC1)CCO (stereo not drawn)	-0.2%	0.91	-0.18	0.71	0.017	5.9	2.1	6.1	i	-1%	0.62	1211	.	.	i	14	-11%
